tim10-1 inh = inhibits growth of tim10-1 mutant yeast; S. cerevisiae tim10-1 ts strain growth, BacTiter-Glo, 24 h; actives 2.2% (n = 330,000); inhibition, % at 20 µM;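 active = inhibition of at least 40%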;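 note: mutant grown at 25 °C; 0% = DMSO wells with yeast and 100% = wells holding no yeast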
APJ ag = activates the human apelin receptor APJ; CHO-K1 APJ PathHunter beta-arrestin, luminescence; 0% DMSO wells, 100% apelin; actives 0.11% (n = 330,000); AID 2520; P35414; activation, % at 20 µM;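 active = activation more than six SD over the plate average, tested at 20 µM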;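 note: 0% = DMSO alone and 100% = apelin-13 at 10 nM; some results filed as inactive read as strong as hits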
Target sequence (P35414 whole entry, looked up): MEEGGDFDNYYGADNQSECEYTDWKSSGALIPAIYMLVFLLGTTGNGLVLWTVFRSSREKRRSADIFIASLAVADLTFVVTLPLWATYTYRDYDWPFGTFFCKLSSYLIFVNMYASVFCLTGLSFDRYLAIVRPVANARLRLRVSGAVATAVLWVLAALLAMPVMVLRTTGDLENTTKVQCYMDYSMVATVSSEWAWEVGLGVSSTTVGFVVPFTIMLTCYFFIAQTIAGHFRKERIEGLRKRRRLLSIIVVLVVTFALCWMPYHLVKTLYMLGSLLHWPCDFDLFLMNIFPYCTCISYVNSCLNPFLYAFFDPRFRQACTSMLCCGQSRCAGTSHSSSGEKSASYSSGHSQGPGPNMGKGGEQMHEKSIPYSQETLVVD
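Incubation: overnight seeding, 90 min compound at 25 °C, 1 h detection; test system: PathHunter CHO-K1 APJ (AGTRL-1) beta-arrestin reporter cells; amount: 1000 cells/well; doses: one dose, 20 µM compound, 1% DMSO; measured by: beta-gal luminescence; measure: agonist-driven arrestin binding to APJ; benchmarks: negative DMSO alone, positive Apelin-13 at 10 nM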
APJ antagonist = antagonists of human APJ apelin receptor; P35414; inhibition, % at 20 µM; AID 2521; CHO-K1 APJ beta-arrestin complementation, luminescence; actives 0.32% (n = 330,000);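 active = inhibition above about 40% at 20 µM, limit read from the data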;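 note: cells challenged with 10 nM apelin-13 agonist together with compound; plate controls were apelin-13 plus DMSO wells for no effect and DMSO wells lacking apelin-13 for full effect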
CXCR6 block = blocks human CXCR6 beta-arrestin recruitment | actives 0.36% (n = 360,000) | CHO-K1 PathHunter CXCR6 beta-arrestin, luminescence | inhibition, % at 20 µM | AID 602244 | O00574; in the data active = inhibition above about 34%, passing the limit was not always enough;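 note: antagonist mode with CXCL16 agonist at 10 nM final; 0% = 10 nM CXCL16 with DMSO and 100% = unstimulated wells without agonist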
Target sequence (O00574 whole entry, looked up): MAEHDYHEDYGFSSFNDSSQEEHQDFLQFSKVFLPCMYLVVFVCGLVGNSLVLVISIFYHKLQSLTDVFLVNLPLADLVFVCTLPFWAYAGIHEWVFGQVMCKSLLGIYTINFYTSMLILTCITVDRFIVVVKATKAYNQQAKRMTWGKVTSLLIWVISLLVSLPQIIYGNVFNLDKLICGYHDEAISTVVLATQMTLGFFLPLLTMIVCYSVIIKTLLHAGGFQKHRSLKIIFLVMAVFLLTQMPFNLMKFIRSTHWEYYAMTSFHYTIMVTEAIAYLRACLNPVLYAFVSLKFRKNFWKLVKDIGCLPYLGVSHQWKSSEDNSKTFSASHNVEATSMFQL
UPR XBP1 act = adaptive UPR (XBP1) activation | CHO-XBP1 luciferase reporter, IRE1-XBP1 UPR activation, luminescence; percent of tunicamycin response, DMSO as zero | activation, % at 20 µM | actives 0.33% (n = 330,000);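 active = versus positive control, 20 µM dose yields 30% or more activation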;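 note: 100% = tunicamycin at 10 µg/mL and 0% = DMSO only wells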
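Material: CHO cell line with stable XBP1 luciferase reporter; schedule: 16-18 h cell attachment at 37 °C, then 6 h compound exposure; signal: glow luminescence from Steady-Glo reagent; medium: serum-containing F12 medium, 10% FBS; benchmarks: tunicamycin 10 µg/mL and vehicle-only wells; read-out: percent activation relative to tunicamycin reference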
TIM10 inh = TIM10 yeast growth inhibition; S. cerevisiae TIM10 strain growth, BacTiter-Glo luminescence, 24 h; actives 1.4% (n = 330,000); inhibition, % at 10 µM;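 active = inhibition of 40% or more at the single tested concentration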;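 note: wild-type TIM10 isogenic control strain grown at permissive 25 °C; 0% = DMSO yeast wells and 100% = minimal medium wells without yeast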
tim23-1 inh = tim23-1 yeast growth inhibition; inhibition, % at 20 µM; S. cerevisiae tim23-1 growth, BacTiter-Glo luminescence, 24 h; actives 1.3% (n = 330,000);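 active = growth inhibition of the mutant yeast at or above 50%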;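 note: temperature-sensitive mutant grown at 25 °C; plate controls were DMSO-treated mutant yeast for no effect and medium wells lacking yeast for full effect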
Mdm2-MdmX inh = inhibitors of human Mdm2/MdmX interaction. actives 3% (n = 330,000). SaOS-2 split-luciferase Mdm2/MdmX complementation, luminescence. O15151+Q00987. inhibition, % at 8 µM;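 active = inhibition of at least 50% at 8 µM in the primary screen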
CHOP UPR activ = apoptotic UPR (CHOP) activation; CHO-CHOP luciferase reporter, luminescence; percent of tunicamycin response over DMSO baseline; activation, % at 10 µM; actives 0.34% (n = 330,000); AID 449763;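 active = at 10 µM dose, activation of 40% or more, normalized to positive control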;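 note: 100% = tunicamycin at 10 µg/mL and 0% = DMSO alone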
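System: CHO CHOP reporter cells. Amount: 500 cells per well. Buffer or medium: F12 medium, 10% FBS. Compound dosing: one dose, 10 µM in 0.5% DMSO. Incubation: 6 h compound exposure at 37 °C after overnight seeding. Technique: Steady-Glo luciferase luminescence. Benchmarks: tunicamycin and DMSO controls.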
The depositor's hits bear a star; · = not tested or not shown.

Order of values: tim10-1 inh	APJ ag	APJ antagonist	CXCR6 block	UPR XBP1 act	TIM10 inh	tim23-1 inh	Mdm2-MdmX inh	CHOP UPR activ
COC(=O)CSc1nnc(CCc2nc3ccccc3[nH]2)n1C
 : 6.3	8.9	6.3	-10.9	-2.3	0.2	12.9	6.3	-1.8
COCCNC(=O)C(c1ccc(Cl)cc1)N(C(=O)Cn1nnc2ccccc21)c1cccnc1 (configuration not stated)
 : -6.3	-0.8	-10.6	0.6	-2.4	-9.3	8.9	2.2	0.7
COc1ccc(CNc2ncnc3cc(OC)c(OC)cc23)cc1
 : -1.6	-5.0	4.5	-4.2	5.0	-4.0	-13.5	31.0	-2.6
Nc1cccc(CCc2ccncc2)c1
 : -9.2	-0.5	-16.5	-8.7	-2.7	11.1	15.9	3.9	-0.8
CN(CC(=O)NCCc1ccccc1)S(=O)(=O)c1cccs1
 : 0.9	0.3	2.3	-10.6	-1.9	-3.1	8.2	-2.1	0.6
Cc1cc2c(NC(=O)Nc3ccc(C(F)(F)F)cc3)cccc2nn1
 : -4.7	3.5	-26.3	-1.6	-1.7	-11.0	-5.2	35.5	1.3
Cc1nc(SCc2ccc([N+](=O)[O-])cc2)n[nH]1
 : -4.6	1.2	4.4	12.4	-1.9	-10.1	6.0	25.2	3.8
COc1ccccc1OCCCC(=O)Nc1ccc([N+](=O)[O-])cc1Br
 : -25.0	-0.3	-5.2	-2.7	-0.8	-10.2	13.0	-20.0	-1.2
CC(C)CCNC(=O)c1onc(CSc2ccccc2)c1C(=O)NCCC(C)C
 : -0.6	1.9	12.3	8.9	-3.0	17.0	11.9	12.5	-3.4
COc1cc(OC)cc(-c2sc3ccc(OC)cc3c2-c2ccc(OCCN3CCOCC3)cc2)c1
 : 26.2	·	·	-15.0	-0.3	1.3	38.5	43.0	1.6
O=C1CN(C(=O)CNCc2ccc(Cl)cc2)c2ccccc2N1
 : 2.0	-2.1	-4.2	0.9	1.4	-16.9	3.0	-1.4	0.3
COC(=O)CSc1nc(C)cc(C(F)(F)F)c1C#N
 : 3.9	-1.4	10.8	-1.2	-4.6	-0.5	3.4	9.0	0.3
CCCCNC(=O)/C=C/c1ccc(OC)c(Br)c1
 : 21.5	-4.2	-8.1	22.3	0.4	-11.5	27.2	-14.2	0.1
COc1ccc(CNC(=O)COC(=O)c2cc3ccccc3o2)cc1
 : -4.7	8.2	22.1	-4.8	-0.1	-0.1	15.8	4.2	-0.7
COc1ccc(N2CCN(C(=O)c3nc4nc(C)cc(C)n4n3)CC2)cc1
 : 12.3	1.9	-21.5	2.3	-0.2	-2.7	13.3	-1.4	1.4
COc1ccc(N(C(=O)c2snc(C(N)=O)c2N)C(C(=O)NC2CCCCC2)c2ccc(F)cc2)c(OC)c1 (configuration not stated)
 : -4.5	0.1	8.8	1.8	-6.9	0.4	-7.4	42.1	2.6
CCN1CCN(Cc2ccc(NC(=O)Nc3cccs3)cc2)CC1
 : -6.8	-2.2	-6.9	-8.3	-3.3	-8.1	-9.9	-97.6	1.1
COCCn1c(SCC(=O)Nc2cc(C)on2)nc2ccccc2c1=O
 : 10.1	-1.5	11.4	-3.5	-2.6	14.1	13.8	18.7	0.3
C#CCn1c(O)c(N=NC(=O)CNC(=O)c2cccnc2)c2ccccc21
 : 22.1	-0.2	-10.3	8.5	-0.6	-6.4	0.1	22.5	2.9
CCc1ccccc1NC(=O)CN1CCN(C(=O)C(C)NC(=O)c2ccc(Cl)cc2)CC1 (configuration not stated)
 : 2.0	-5.9	5.4	-10.0	-0.9	1.0	-0.8	10.9	1.9
Cc1ccc(OCC(=O)NC(C)c2ccc(Cl)c(Cl)c2)c([N+](=O)[O-])n1 (configuration not stated)
 : -7.4	2.3	-2.4	1.6	3.0	-6.9	22.3	19.8	0.2
CCN(CC)CCCSc1nc2ccccc2s1
 : -10.1	-3.0	5.2	2.2	0.6	-6.4	-0.4	2.8	0.8
O=C(NC1CC1)C1CCN(C2CCN(C(=O)/C=C/c3cccc(F)c3F)CC2)CC1
 : 4.9	-2.4	-3.7	0.1	-1.8	-1.0	11.2	3.2	1.0
CC1(C)CC(=O)C(C#N)=C(NCCCO)C1
 : 4.0	2.6	-24.2	1.1	-1.6	-0.1	-5.8	13.9	-0.4
CS(=O)(=O)c1ccc(CNC(=O)C2(C(F)(F)F)CC(CCCO)CCCO2)cc1 (configuration not stated)
 : -13.6	1.7	-6.3	·	-3.2	-5.9	-2.8	28.7	1.8
C/C(=N\Nc1nc(-c2ccccc2O)nc2ccccc12)c1ccccc1
 : -18.0	-3.3	12.0	3.2	3.1	-9.3	2.9	18.0	1.5
COC(=O)c1c(C)oc2ccc(N(C(=O)Oc3ccccc3)S(=O)(=O)c3ccccc3)cc12
 : 7.7	1.1	-2.1	-1.2	-0.2	10.3	23.4	39.5	-0.9
Cc1cc(NC(=O)C2CC(c3ccc(Cl)cc3)=NO2)no1 (configuration not stated)
 : 7.5	-2.1	1.0	1.5	-0.8	-27.1	2.5	4.0	-1.6
C=CCNC(NC(=O)c1ccccc1)(C(=O)OCC)C(F)(F)F (configuration not stated)
 : 7.9	-2.3	6.7	3.9	-3.5	9.6	17.2	17.3	3.8
Cc1ccc(S(=O)(=O)N2CCN(C(=O)Cn3c(=O)cnc4ccccc43)CC2)cc1
 : 3.2	-0.2	7.3	5.4	-1.1	0.4	0.9	-7.3	-0.1
N#Cc1ccc(NC(=S)Nc2ccccc2)cc1
 : 11.0	-0.3	8.4	0.3	0.6	0.0	25.1	-10.9	-0.9
CCOC(=O)CSc1nc(C)c2cccc(C)c2n1
 : 20.1	-4.4	6.8	-0.5	-0.9	6.5	5.8	9.2	-1.5
Nc1nnc(SCC(=O)c2ccc3c(c2)NC(=O)CO3)s1
 : 5.5	-3.9	5.5	2.3	-0.3	10.1	-2.6	-30.9	2.9
COc1ccc(CSc2ccc(-c3nc4ccccn4c3NCc3ccccc3)cc2OC)cc1
 : 23.3	3.4	-42.1	12.3	2.6	23.0	21.9	7.0	5.9
CCN(CC(=O)Nc1ccc(NC(C)=O)cc1)C(=O)COc1ccc2ccccc2c1
 : -23.9	-1.8	11.2	9.7	-1.4	-1.1	-8.2	5.1	1.2
CCCCC(CC)C(=O)Nc1cccc(SC)c1 (configuration not stated)
 : 28.7	-4.3	0.8	4.8	2.5	15.6	21.6	-17.6	0.3
O=C(CC1SC(=Nc2cccc3ccccc23)N(Cc2ccccn2)C1=O)Nc1ccccc1Br (configuration not stated)
 : 15.7	-2.2	-18.8	-3.3	-2.9	0.8	17.0	3.1	-1.0
CS(=O)(=O)c1cccc(S(=O)(=O)N2CCN(c3ccccn3)CC2)c1
 : -1.0	-2.4	14.7	-1.6	-2.2	-5.7	-2.2	-4.1	0.2
CC(C)Oc1cccc(C(=O)C2CCCN(S(=O)(=O)C(C)C)C2)c1 (configuration not stated)
 : 10.4	-1.3	1.0	-3.9	5.2	-0.8	31.4	18.4	-0.7
CCn1c(SC)nc(O)c(C(c2ccc(OC)c(O)c2)c2c(O)nc(SC)n(CC)c2=O)c1=O
 : 7.2	-0.9	-9.7	·	8.5	21.9	5.4	7.2	-0.1
O=C(c1cccc(Cl)c1)N1CCCc2ccccc21
 : 18.4	-2.2	18.6	7.8	1.0	-3.6	9.9	15.0	-0.6
O=C(NCC(c1ccco1)N1CCc2ccccc2C1)c1ccc([N+](=O)[O-])cc1 (configuration not stated)
 : 9.1	0.1	-11.4	0.0	-3.1	-1.7	13.3	15.3	1.8
CC[C@H]1C/C=C\Cc2ccccc2[C@H](C(=O)C[C@@H](O)CC(C)=O)OC1=O
 : 17.5	-0.5	-0.9	2.5	-0.7	2.7	15.1	-1.0	0.9
CCOc1cc(/C=N/O)ccc1OS(=O)(=O)c1ccc(C)cc1
 : 24.7	0.6	-10.7	-4.7	2.7	16.9	29.0	20.6	-0.5
CCOc1ccccc1CN1CCN(Cc2cc3ccccc3[nH]2)CC1CCO (configuration not stated)
 : 11.5	-0.9	-6.0	3.5	-5.2	-2.2	8.3	9.5	-1.3
CCCCN(C)CCn1c(=S)[nH]c2ncccc2c1=O
 : -0.8	-3.4	-7.4	-3.3	-3.0	-6.6	10.2	10.4	0.0
CCN(CC)S(=O)(=O)c1cc(-c2nn(C)c(=O)c3ccccc23)ccc1C
 : -11.8	-3.8	19.3	13.7	5.2	23.1	16.2	31.6	-2.1
CN1CCCC(OC(=O)c2cc(F)c(F)c(F)c2F)C1 (configuration not stated)
 : -2.1	-1.3	11.9	-3.8	1.1	-16.3	-1.7	-4.5	0.1
Cc1ccc(-n2cc(CN3CCN(c4ccccn4)CC3)c(-c3ccc(F)cc3)n2)cc1
 : 24.8	2.2	12.7	3.5	-1.7	20.4	38.8	31.1	1.7
COC(=O)[C@]1(Cc2ccccc2)N[C@H](CN(C)C(=O)C2CCCCC2)[C@@H]2C(=O)N(C)C(=O)[C@@H]21
 : -5.9	-3.8	1.2	4.2	-3.8	6.1	-2.1	-0.6	0.0
O=C(COc1ccccc1)NCCSc1ccccc1
 : 9.9	-3.4	14.7	-2.5	1.2	12.1	10.8	-21.4	6.1

Quoted from the listing.
CN1CCCC(OC(=O)c2cc(F)c(F)c(F)c2F)C1 (configuration not stated) | UPR XBP1 act = 1.1
CCCCN(C)CCn1c(=S)[nH]c2ncccc2c1=O | TIM10 inh = -6.6

A portion of the library; rates above refer to the full screens.
